EPAC2 antag – qHTS for Antagonist of cAMP-regulated guanine nucleotide exchange factor 2 (EPAC2): primary screen; AID 720708, 2013; Rap guanine nucleotide exchange factor 4 (Homo sapiens), Q8WZA2; actives 0.18% (n = 360,000); Potency, µM (highest dose often 114 µM), for the others: at the highest dose activity, negative = inhibition, usual class: inhibitors; EPAC2 GEF exchange of Rap1B-BODIPY-GDP, fluorescence; also: % is scaled to controls: 0 for no effect and ±100 for the full control effect; nearly all actives have a fitted effect of over 45% in size; many of its hits are not listed in these tables
Target sequence (Q8WZA2 whole entry, looked up): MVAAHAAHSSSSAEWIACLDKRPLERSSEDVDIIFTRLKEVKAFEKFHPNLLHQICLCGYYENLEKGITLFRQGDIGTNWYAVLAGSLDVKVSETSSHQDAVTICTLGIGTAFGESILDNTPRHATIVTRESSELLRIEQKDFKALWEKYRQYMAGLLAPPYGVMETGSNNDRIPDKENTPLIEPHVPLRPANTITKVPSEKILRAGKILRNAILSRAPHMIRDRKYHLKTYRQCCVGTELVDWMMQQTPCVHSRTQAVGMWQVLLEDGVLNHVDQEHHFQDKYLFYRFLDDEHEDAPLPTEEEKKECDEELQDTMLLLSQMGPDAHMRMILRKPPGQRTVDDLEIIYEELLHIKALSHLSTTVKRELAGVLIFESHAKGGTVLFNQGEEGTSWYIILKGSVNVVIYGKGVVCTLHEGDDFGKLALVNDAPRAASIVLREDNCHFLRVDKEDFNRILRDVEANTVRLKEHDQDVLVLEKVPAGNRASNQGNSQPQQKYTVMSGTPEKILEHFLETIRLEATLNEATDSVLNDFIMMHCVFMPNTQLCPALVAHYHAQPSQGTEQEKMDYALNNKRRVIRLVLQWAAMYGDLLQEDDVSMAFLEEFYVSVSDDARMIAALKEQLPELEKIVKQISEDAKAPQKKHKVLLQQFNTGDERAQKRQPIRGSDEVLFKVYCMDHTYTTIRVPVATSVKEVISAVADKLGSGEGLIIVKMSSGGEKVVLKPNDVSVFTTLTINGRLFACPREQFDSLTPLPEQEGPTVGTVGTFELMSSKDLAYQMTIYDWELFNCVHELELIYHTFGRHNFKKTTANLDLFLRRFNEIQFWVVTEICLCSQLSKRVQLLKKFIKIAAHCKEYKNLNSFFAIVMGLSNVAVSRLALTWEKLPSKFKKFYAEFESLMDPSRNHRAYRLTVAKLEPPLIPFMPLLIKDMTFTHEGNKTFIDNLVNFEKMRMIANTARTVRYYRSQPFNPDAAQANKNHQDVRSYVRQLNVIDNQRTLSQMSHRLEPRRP
HepG2 viability – qHTS for Inhibitors of TGF-b: Cytotox Counterscreen; actives 0.76% (n = 410,000); Potency, µM (top dose mostly 46.1 µM), inactives show at the top dose activity change, negative = cytotoxicity, usual class: cytotoxic; AID 588856, 2011; HepG2 CAGA-GFP viability, ATP luminescence, 18 h; also: some results filed as inactive show a strong effect at the top dose
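HepG2 CAGA-GFP cells (1000/well, DMEM with 1% FBS) received compound, then TGF-beta at 500 pg/mL final, and were incubated 18 hours at 37 degrees C. Viability was read by CellTiter-Glo luminescence. Media-only wells were set as complete cell-killing and DMSO as no toxicity.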
MCF10A rereplic – A quantitative high throughput screen for small molecules that induce DNA re-replication in MCF 10a normal breast cells | MCF 10A DNA re-replication, Hoechst nuclear intensity, 48 h | Potency, µM (highest dose often 46.1 µM), without a hit: at the highest dose activity, positive = re-replication, actives largely listed as activators | actives 2.9% (n = 350,000) | AID 624296, 2012; also: % of control where 0% means no effect; nearly all actives have a fitted effect of over 50% in size
Nrf2 activator – qHTS of Nrf2 Activators. AREc32 ARE-luciferase reporter (MCF7-derived line), luminescence, 24 h. actives 0.31% (n = 410,000). Potency, µM (titrated, usually from 46.1 µM), without a hit: at the highest dose activation, actives largely listed as activators; also: % of control where 0% means no effect; nearly all actives have a fitted effect of over 65% in size
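Cells of the AREc32 ARE-luciferase line are plated in OPTI-MEM containing 5% FBS and left overnight at 37 deg C. Compounds are pinned in, incubation continues 24 hr, and firefly luciferase signal is then measured.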
S2 tox – Viability Counterscreen for Primary qHTS for Inhibitors of ATXN expression | actives 0.49% (n = 400,000) | Potency, µM (titrated, usually from 56.7 µM), most hits filed as cytotoxic | AID 651635, 2014 | S2 cells (HEK-293 line with an ATXN2-luciferase reporter) viability, CellTiter-Fluor protease fluorescence, 24 h; also: nearly all actives have a fitted effect of over 40% in size
Nrf2 inh – Nrf2 qHTS screen for inhibitors | A549 ARE-Fluc reporter, luciferase luminescence, 18-24 h | actives 2.1% (n = 360,000) | AID 504444, 2011 | Potency, µM (doses to about 46 µM), for the others: top-dose activity change, negative = inhibition, most hits filed as inhibitors; also: % is scaled to controls: 0 for no effect and ±100 for the full control effect; nearly all actives have a fitted effect of over 60% in size
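Nrf2 activity is the BugLite luminescence, read 15 min after reagent at room temperature, following CellTiter-Fluor cytotoxicity readout (30 min, 37C). Compound titrations were applied for 18-24 h to 5000 A549 ARE_Fluc cells/well in 5% FBS OPTI-MEM.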
A549 viability – Nrf2 qHTS screen for inhibitors: counterscreen for cytotoxicity | A549 ARE-Fluc cells, CellTiter-Fluor viability, 18-24 h | Potency, µM (highest dose often 46 µM), for the others: top-dose activity change, negative = cytotoxicity, hits mostly inhibitors | actives 0.16% (n = 390,000) | AID 504648, 2011; also: % is scaled to controls: 0 for no effect and ±100 for the full control effect
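A549 ARE_Fluc cells in 5% FBS OPTI-MEM were exposed to compounds in concentration-response for 18-24 h at 37 deg C. Viability was read by CellTiter-Fluor fluorescence (Ex 405/Em 525) after 30 min, before the luciferase read.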
ATXN2 expr inh – Primary qHTS for Inhibitors of ATXN expression. actives 0.72% (n = 360,000). HEK-293 ATXN2-luciferase reporter, luminescence, 24 h. Potency, µM (series often up to 57 µM), without a hit: at the top dose activity change, negative = inhibition, actives largely listed as inhibitors; also: % is scaled to controls: 0 for no effect and ±100 for the full control effect; nearly all actives have a fitted effect of over 55% in size
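qHTS (up to 57 uM final) was run with 24 h compound exposure of reporter cells at 37 °C. Each well was multiplexed: SteadyGlo luminescence measured ATXN2-luciferase expression after a fluorogenic Gly-Phe-AFC viability readout (25 uM final).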
TGFb inhibitor – qHTS for Inhibitors of TGF-b; actives 1.2% (n = 410,000); HepG2 CAGA-GFP TGF-b/SMAD3 reporter, GFP fluorescence, 18 h; TGF-beta stimulated, 500 pg/mL final; Potency, µM (series often up to 46.1 µM), for the others: at the highest dose activity, negative = inhibition, usual class: inhibitors; also: % is scaled to controls: 0 for no effect and ±100 for the full control effect; nearly all actives have a fitted effect of over 65% in size
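HEPG2 CAGA-GFP reporter cells (1000/well, DMEM with 1% FBS) received compounds, then recombinant TGF-beta at 500 pg/mL final for 18 hours at 37 degrees C. Per-cell GFP summed per well was normalised to unstimulated and stimulated DMSO controls before curve fitting.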
* marks the source's active call; other numbers are inactive results; i = inactive; ? = inconclusive; · = no result given; & = joins results of further samples; [ ] = dose if it differs, or a comment. Calls follow the shape of the dose curve; as a rule, active = well fitted curve in the direction sought with a large enough effect; inconclusive = small, poorly fitted or top-dose-only effect, or another doubt; inactive = no such curve, though single readings can be large; an effect the other way counts as inactive or inconclusive. Potency is read from the fitted curve at half-maximal effect. Some of the compounds tested. The share of hits here may be higher or lower than overall.

SMILES | EPAC2 antag | HepG2 viability | MCF10A rereplic | Nrf2 activator | S2 tox | Nrf2 inh | A549 viability | ATXN2 expr inh | TGFb inhibitor
O=C(Nc1cccnc1)c1ccc(COc2ccccc2Br)cc1 | 12.8% | -47.1% | 6.4% | 0.0% | ? | 13µM* | -26.5% | · | ?
COc1cc2c(cc1OC)CN(C(=O)c1cc(Cl)nc(Cl)c1)CC2 | 1.8% | -0.1% | -12.6% | 0.1% | i | ? | -1.2% | -19.2% | -12.3%
CN(CCc1ccccn1)C(=O)c1ccc(OC2CCN(Cc3ccccn3)CC2)cc1 | -1.6% | -2.2% | 0.5% | 0.8% | i | -23.7% | -7.1% | -4.1% | 1.3%
N#Cc1nc(Cc2ccccc2)oc1NCc1ccccc1 | -1.4% | -0.2% | 7.7% | 3.5% | i | 16.3% | 0.6% | 28.5% | ?
CCOC(=O)c1cnc(SCc2nc(N)nc(Nc3ccc(F)cc3)n2)nc1N | -11.9% | -13.4% | 3.66µM* | 17.6% | i | ? | 1.7% | -23.3% | -2.2%
O=C(CCN1C(=O)c2ccccc2C1=O)NCCC1=CCCCC1 | 16.9% | 4.5% | 0.4% | 0.2% | i | · | 2.0% | 5.1% | 35.9%[activator]
Nc1ccc(S(=O)(=O)N2CCOCCOCCOCCOCCOCC2)cc1 | -5.7% | -0.9% | -1.5% | -0.6% | i | -21.5% | 5.8% | -18.4% | -1.8%
COC(=O)Cc1cc(C)cc2c(=O)cc(-c3ccoc3)oc12 | -5.3% | -14.3% | -5.7% | -0.1% | i | ? | -0.7% | -21.5% | -25.1%
Cc1ccc(N=Nc2c(N)nn3c(C)cc(C)nc23)cc1 | 9.0% | -58.4% | 0.8% | 3.2% | ? | 2.6% | -19.1% | 3.0% | -46.3%
CCOc1ccccc1N(C)C(=O)c1nn(-c2ccc(OC)cc2OC)c(=O)c2ccccc12 | -2.1% | 3.8% | -2.5% | -0.6% | i | -4.9% | -6.0% | -3.9% | 13.5%
COc1cccc(C(=O)Nc2ccc(C(=O)OCc3cc(=O)n4nc(C5CC5)sc4n3)cc2)c1 | · | -3.8% | · | 0.6% | · | · | 0.5% | · | 3.6%
COc1ccccc1S(=O)(=O)N(C)C[C@H]1OCc2cn(nn2)CCCC(=O)N([C@H](C)CO)C[C@@H]1C | 5.5% | -1.9% | · | -1.0% | i | · | · | -2.6% | 4.6%
CCOc1ccc(S(=O)(=O)NCCC(=O)N2CCCN(C)CC2)cc1 | 14.4% | 8.5% | 1.7% | 0.4% | i | 5.9% | -0.1% | -15.4% | -2.3%
CCOc1cc(C2C(C(=O)c3ccco3)=C(O)C(=O)N2CCc2ccccc2)ccc1O (centres undefined) | 2.5% | 2.3% | 1.1% | -0.3% | i | -1.4% | -14.0% | -3.3% | 30.2%
COc1ccc(N2C(=O)c3ccc(C(=O)Nc4ccccc4OC)cc3C2=O)cc1 | -0.7% | -1.6% | ? | -0.6% | i | 0.4% | 9.3% | -22.2% | -1.6%
COc1cccc(-c2nnc(Nc3nc4c(F)cccc4s3)o2)c1 | 2.0% | -34.9% | 16.4µM* | 16.8% | i | ? | -0.3% | -27.7% | ?
COC(=O)c1sc(S(=O)(=O)N2CCN(c3ccc(OC)cc3)CC2)c(C(=O)OC)c1C | 3.4% | -6.4%&-21.9% | -2.2% | 0.4%&-0.8% | i | 15.4%&-5.1% | -3.8%&2.1% | -0.6%&-2.0% | -15.1%&-6.5%
CCS(=O)(=O)c1nc(S(=O)(=O)c2ccc(Cl)cc2)c(NCc2ccco2)s1 | 7.6% | 27.5% | 1.3% | 0.1% | i | -5.0% | ? | 2.8% | 23.4%
COc1ccc(CNC(=O)C(c2ccco2)N(C(=O)Cc2cccs2)c2cccnc2)cc1 (centres undefined) | 3.3% | -14.2% | -4.7% | -0.1% | i | -3.5% | -1.7% | -16.2% | -13.7%
CCn1cc(S(=O)(=O)NCCc2ccc(F)cc2)cn1 | 3.5% | 0.9% | 2.6% | -0.4% | i | 17.4% | 1.2% | 11.3% | -3.7%
NC(=S)c1cc2cc(Br)ccc2oc1=O | 24.2% | -0.8% | -6.8% | 16.9% | i | 14.3% | 0.7% | 19.0% | 2.0%
CSc1ccc(Cl)c(C(=O)NCCCn2ccnc2)c1 | 0.3% | 5.0% | -2.5% | -1.1% | i | -1.2% | 0.5% | · | 3.9%
O=C(C1=C(O)C(=O)N(CCN2CCOCC2)C1c1cccc(Br)c1)c1cccs1 (centres undefined) | 12.3% | -2.9% | -3.1% | 0.4% | i | -4.8% | -5.6% | -19.0% | 7.1%
COc1ccc(OCC2c3cc(OC)c(OC)cc3CCN2C(=O)COc2ccc(Cl)cc2Cl)cc1 (centres undefined) | · | -7.4% | · | 1.0% | ? | · | 9.4% | -9.0% | -0.3%
CCC1(CC)C(=O)N(C)C(=O)NC1=Nc1ccc(OC)cc1 | 7.6% | 7.1% | -6.7% | 2.5% | i | · | -2.4% | -5.1% | 0.0%

Reprinted from the part before: 3 entries, followed by the next part.
SMILES | EPAC2 antag | HepG2 viability | MCF10A rereplic | Nrf2 activator | S2 tox | Nrf2 inh | A549 viability | ATXN2 expr inh | TGFb inhibitor
O=C(C1=C(O)C(=O)N(CCN2CCOCC2)C1c1cccc(Br)c1)c1cccs1 (centres undefined) | 12.3% | -2.9% | -3.1% | 0.4% | i | -4.8% | -5.6% | -19.0% | 7.1%
COc1ccc(OCC2c3cc(OC)c(OC)cc3CCN2C(=O)COc2ccc(Cl)cc2Cl)cc1 (centres undefined) | · | -7.4% | · | 1.0% | ? | · | 9.4% | -9.0% | -0.3%
CCC1(CC)C(=O)N(C)C(=O)NC1=Nc1ccc(OC)cc1 | 7.6% | 7.1% | -6.7% | 2.5% | i | · | -2.4% | -5.1% | 0.0%
Cc1c(NC(=O)c2ccccc2F)cccc1-c1nc2cccnc2s1 | · | -5.6% | · | -0.8% | · | -4.2% | 3.6% | · | -11.5%
CC(C)OCCCNC(=O)C1CCC(CNS(=O)(=O)c2ccccc2)CC1 (centres undefined) | 20.2% | 1.5% | -43.0%[inhibitor] | -0.8% | i | 1.7% | 2.1% | -5.9% | 0.1%
CCOc1ccc(OCc2ccc(C(=O)Nc3ccc(Cl)cn3)o2)cc1 | -6.4% | -25.1% | -3.1% | -0.3% | i | -25.9% | -6.9% | 15.9% | -16.8%
Cc1ccc(/C=N/n2cnc3sc(-c4ccccc4)cc3c2=O)o1 | -2.1% | -42.1% | -3.6% | 4.0% | i | 7.4% | 6.0% | 13.3% | -10.7%
O=C(O)c1cccc(S(=O)(=O)NCc2cccs2)c1 | -1.8% | 17.6% | -6.4% | 0.3% | i | 3.1% | 1.4% | 7.6% | 0.0%
Cc1ccc(S(=O)(=O)Nc2ccccc2F)cc1C(=O)N1CCN(c2ccccc2O)CC1 | -9.3% | -10.5% | 8.8% | -0.2% | i | -3.0% | -5.5% | -5.7% | -21.7%
Cn1c(CCN2CCCCC2)nc2cc(NC(=O)COc3ccc(Cl)cc3)ccc21 | -8.7% | -20.9% | 2.7% | 23.1% | i | -18.0% | -0.1% | -21.7% | -21.9%
CCC1Oc2ccc(C)cc2N(CC(=O)NCCN2CCOCC2)C1=O (centres undefined) | 0.5% | 1.8% | -9.9% | 2.9% | i | 14.1% | 4.1% | -7.6% | 19.0%
Nn1c(SCC(=O)Nc2cc(S(=O)(=O)N3CCOCC3)ccc2Cl)nnc1-c1cccnc1 | 6.5% | 12.2% | -1.4% | 0.3% | i | 1.6% | 4.9% | 12.1% | -28.8%
Cc1ccc(-n2c(-c3ccc(Br)cc3)nc3c(cnn3-c3ccccc3)c2=O)cc1 | · | 1.1% | · | -0.2% | i | -26.4% | 6.5% | 9.9% | ?
CCOC(=O)CCNC(=O)N1CCC(CCOc2ccccc2)(C(=O)OCC)CC1 | -5.2% | -3.6% | -1.3% | -1.5% | i | 4.8% | 1.4% | 1.9% | 11.6%
Cc1ccc(-c2cc3nc(-c4ccccc4)cc(C(F)(F)F)n3n2)cc1 | · | -7.5% | · | 21.5% | i | 26.8% | 5.5% | 6.2% | -17.5%
CC(C)c1csc(CN2CCCC(CNC(=O)c3cccc4ccccc34)C2)n1 (centres undefined) | -9.0% | -9.4% | ? | 0.6% | i | 16.4µM* | -10.0% | -17.6% | ?
COc1ccccc1OCc1nnc(SCC(=O)N2CCCC2)o1 | 3.5% | 13.1% | -11.5% | -0.9% | i | 12.1% | 1.0% | -14.5% | -0.5%
CCOc1ccccc1CNC(=O)C1CCCN(c2ncnc3onc(-c4ccc(F)cc4)c23)C1 (centres undefined) | · | 11.8% | · | -0.1% | i | ? | -1.9% | 5.6% | 15.2%
CC1(C)CC(=O)C(C(c2ccco2)C2C(=O)CC(C)(C)CC2=O)C(=O)C1 | 14.8% | -0.9% | 0.6% | 11.5% | i | 24.6% | 11.0% | 1.6% | 4.0%
CN(Cc1ccccc1)C(=O)c1cccc(NC(=O)Cc2ccc(NC(=O)C3CCCN(C(=O)C4CC4)C3)cc2)c1 (centres undefined) | 13.4% | -10.0% | 1.4% | 0.6% | i | -10.1% | 1.3% | -0.2% | -1.7%
O=C(NCCCN1CCOCC1)c1ccc2c(=O)n(-c3ccc(F)c(Cl)c3)c(=S)[nH]c2c1 | 3.3% | -13.2% | ? | -0.2% | i | -7.7% | -2.7% | -22.2% | -2.0%
N=c1c2c(ncn1CCN1CCOCC1)Oc1ccc3ccccc3c1C2c1ccccc1 (centres undefined) | 1.2% | -1.3% | -0.3% | -0.1% | · | ? | ? | · | -3.0%

Bioassay records (PubChem)
